DENV2 CPE rescue: protects cells from dengue virus 2 cytopathic effect. 350,000 compounds, 1.7% hits. CPE inhibition, % at 9.99 µM. DENV2-infected cells, cytopathic effect rescue, plate reader; in the data active = CPE inhibition above about 20%, passing the limit was not always enough; inconclusive = no clear call, values can overlap the other calls; tested in BHK-21 cells;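 also: 0% = median of neutral control wells and 100% = median of positive control wells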
CASP6 VEID inh: blocks human caspase-6 cleavage activity | purified caspase-6, Z-VEID-R110 cleavage fluorescence | inhibition, % at 12.5 µM | P55212 | 350,000 compounds, 0.53% hits;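 active = mean inhibition across replicates at least about 35%, with every replicate also reaching that limit, limit read from the data; inconclusive = only one of the two criteria met; inactive = neither criterion met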;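 also: 0% = median of neutral control wells and 100% = no fluorescence left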
E-selectin induc: E-selectin induction on HUVECs | P16581 | HUVEC E-selectin immunofluorescence imaging; normalized: neutral wells 0, TNF-alpha wells 100 | activation, % at 7.58 µM | 260,000 compounds, 0.37% hits | AID 686992;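 active = mean E-selectin-positive cell signal at least 10% of the positive control, reached in at least 60% of replicates, without over 20% cell loss; inconclusive = no rule given, readout overlaps actives, possibly toxicity-flagged; inactive = the rest, including those meeting only one limit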;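 also: in these data hits start at about 27%; measured in HUVEC primary endothelial cells; signal is the percent of cells scored E-selectin positive by PE staining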
Target sequence (P16581 whole entry, looked up): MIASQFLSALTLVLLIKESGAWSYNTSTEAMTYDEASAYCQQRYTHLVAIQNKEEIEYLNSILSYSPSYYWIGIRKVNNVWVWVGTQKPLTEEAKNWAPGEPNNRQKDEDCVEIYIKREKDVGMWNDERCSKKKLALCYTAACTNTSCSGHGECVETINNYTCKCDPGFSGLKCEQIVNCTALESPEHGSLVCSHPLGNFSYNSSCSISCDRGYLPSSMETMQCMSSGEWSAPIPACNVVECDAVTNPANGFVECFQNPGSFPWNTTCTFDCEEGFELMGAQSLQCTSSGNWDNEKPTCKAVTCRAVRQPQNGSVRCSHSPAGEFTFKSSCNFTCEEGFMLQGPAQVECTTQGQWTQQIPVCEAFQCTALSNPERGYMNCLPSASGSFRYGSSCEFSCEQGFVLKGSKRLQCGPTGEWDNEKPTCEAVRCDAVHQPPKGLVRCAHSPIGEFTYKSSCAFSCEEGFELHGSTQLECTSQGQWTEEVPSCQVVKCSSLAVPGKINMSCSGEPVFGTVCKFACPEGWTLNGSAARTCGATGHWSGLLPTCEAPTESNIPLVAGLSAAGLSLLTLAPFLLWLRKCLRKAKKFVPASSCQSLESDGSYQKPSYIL
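Test system: HUVEC; input: 3,000 HUVEC/well; measured by: immunofluorescence imaging; read-out: % PE-positive cells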
Xi reactivation: X-chromosome reactivation activator | 360,000 compounds, 0.055% hits | AID 743238 | activation, % at 7.58 µM | XiGFP mouse fibroblasts, % GFP-positive cells imaging, 3 d; cells co-treated with 5-aza-dC sensitizer; scaled so ellipticine positive control = 100%;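 active = mean normalized replicate activation at least 10% and every replicate at or above 10%; inconclusive = only one of the two criteria met; inactive = mean below 10% and not all replicates reach 10%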;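 also: 0% = median of on-plate neutral control wells and 100% = ellipticine 6 µM median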
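Assay system – SV40-immortalized XiGFP fibroblast cells, line 68-5-11 · Buffer or medium – DMEM supplemented with 5-aza-dC as sensitizing agent · Dosing – one concentration, pinned · Benchmarks – positive control ellipticine, 6 µM final · Times – 3 days compound exposure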
RAD54 inh: blocks human RAD54 Holliday junction branch migration; AID 602329; Q92698; inhibition, % at 10.4 µM; FAM/BHQ fluorescence; 360,000 compounds, 0.14% hits;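 active = mean normalized replicate activity at least 40 and at least half of replicates scoring 40 or more; inconclusive = only one of the two criteria met; inactive = mean below 40 and under half of replicates reaching 40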;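 also: 0% = median of neutral control wells and 100% = median of positive control wells; inhibitors cause a drop in the FAM fluorescence signal; in these data hits start at about 50%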
RAD52 anneal inh: RAD52 (human) annealing inhibition. P43351. recombinant RAD52 DNA annealing, FRET fluorescence. inhibition, % at 18.7 µM. 360,000 compounds, 0.46% hits. AID 651710;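 active = every replicate showing at least 50% inhibition; inconclusive = mean inhibition at least 50% but not in every replicate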
Target sequence (P43351 whole entry, looked up): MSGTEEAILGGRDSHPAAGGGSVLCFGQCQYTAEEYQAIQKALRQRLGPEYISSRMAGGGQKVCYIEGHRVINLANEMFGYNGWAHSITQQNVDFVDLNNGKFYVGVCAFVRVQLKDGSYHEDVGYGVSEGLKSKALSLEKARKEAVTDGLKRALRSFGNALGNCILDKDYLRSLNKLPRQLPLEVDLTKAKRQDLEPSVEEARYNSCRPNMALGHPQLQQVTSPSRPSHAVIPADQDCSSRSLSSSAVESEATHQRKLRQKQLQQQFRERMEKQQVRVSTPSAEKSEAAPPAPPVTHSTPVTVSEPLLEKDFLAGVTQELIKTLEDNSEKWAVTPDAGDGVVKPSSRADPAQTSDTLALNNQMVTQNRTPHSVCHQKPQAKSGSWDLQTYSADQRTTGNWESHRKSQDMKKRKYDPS
INS-1E GSIS act: primary screen for activators of insulin secretion dependent on glucose, INS-1E cells, GLuc reporter luminescence; 370,000 compounds, 0.61% hits; INS-1E GLuc reporter insulin secretion, 2-3 h; activation, % at 16.6 µM; AID 743287;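 active = lowest replicate activation of at least 40%, so every replicate reaches that level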;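 also: 0% = median of neutral control wells and 100% = median of IBMX positive control wells; some compounds called inactive have numbers as strong as hits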
CFTR F508del cor: CFTR F508del correction in bronchial cells; CFBE cells, YFP halide quenching; stimulated with forskolin plus potentiator P3; % fluorescence drop versus neutral controls; activity (quench increase), % at 7.58 µM; 350,000 compounds, 0.36% hits;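 active = mean added fluorescence quench of at least 8% versus neutral control, with both replicates also reaching 8%; inconclusive = only one of the mean or replicate conditions met; inactive = mean below 8% and not both replicates reaching 8%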;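 also: cells transiently co-express mutant CFTR-F508del with the halide-sensitive YFP; corrector assay measuring rescue of mutant channel to the surface after 24 h compound exposure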
* = called active by the depositor; ? = inconclusive; . = no result given; & = joins results of further samples. Compounds were not picked by outcome; about 3.7% have a hit in one of these screens.

SMILES	DENV2 CPE rescue	CASP6 VEID inh	E-selectin induc	Xi reactivation	RAD54 inh	RAD52 anneal inh	INS-1E GSIS act	CFTR F508del cor
COc1ccc2[nH]cc(/C=N/NS(=O)(=O)c3ccc(C)cc3)c2c1	0	0	1.0	0.1	.	-32	4	3.1
O=C(c1cnccn1)N1CC(=O)N2[C@H](CO)[C@H](c3ccc(C#CC4CCCCC4)cc3)[C@H]2C1	0	0	-0.1	-0.1	.	2	-10	-3.2
CCO[C@H]1OC(C(=O)N2CCOCC2)=C[C@@H](c2coc3ccccc3c2=O)[C@@H]1CCCO	6	-4	0.0	0.0	-9	-11	-1	3.0
COc1cc(CN2CCNC(=O)C2CC(=O)N2CCCO2)cc(OC)c1 (configuration not stated)	0	-3	.	0.0	.	-15	-3	-1.0
CC(=O)Nc1ccc(-c2ccnc3c2CC(C(=O)NCc2ccco2)O3)cc1 (configuration not stated)	-19	2	0.2	0.6	3	-9	.	3.1
Cc1ccc(S(=O)(=O)NCC[C@@H]2CC[C@@H](NS(=O)(=O)c3ccccc3Cl)[C@@H](CO)O2)cc1	3	-1	0.5	0.0	-3	-2	-4	-1.8
c1ccc2c(C[C@@H]3CNCCN3CCC34CC5CC(CC(C5)C3)C4)cccc2c1	-15	0	0.6	0.0	1	-4	25	1.1
COc1ccc(N2CCN(C(=O)c3cc4c(C)nc5ccccc5c4o3)CC2)cc1	1	0	.	0.0	-1	-11	-24	0.3
CCN(CC(=O)NCc1cccs1)C(=O)c1ccc(S(=O)(=O)N(C)C)cc1	-1	1	.	0.0	.	2	-15	-4.4
O=C(Cc1c(Cl)cccc1Cl)Nc1cccnc1	8	-1	2.2	0.3	.	-3	-6	-1.8
Cn1cccc1C(=O)OCc1nc2ccccc2c(=O)[nH]1	-3	-1	.	0.1	.	-17	8	-1.6
O=C(Nc1cc(S(=O)(=O)N2CCOCC2)ccc1Cl)c1ccncc1	-4	1	0.1	0.0	10	2	11	-1.5
CCCNC(=O)Nc1ccc2c(c1)C(=O)N(C)C[C@@H](OC)[C@H](C)CN(C(=O)CC)[C@H](C)CO2	.	.	-0.1	0.0	7	.	8	0.5
O=C(NC1CCCCC1)C(c1cccnc1)N(C(=O)c1csnn1)c1ccccc1F (configuration not stated)	-1	.	.	0.0	5	-9	11	-0.3
NS(=O)(=O)c1ccc(CCNC(=O)CSc2ccsc2[N+](=O)[O-])cc1	1	6	0.0	0.2	4	-8	-10	-0.3
CC(OC(=O)CNC(=O)c1ccc2ccccc2c1)C(=O)NC1CCCCC1C (configuration not stated)	2	0	1.4	-0.1	-2	4	-25	-1.5
CC(C)n1ncc2c(C(=O)Nc3ccc(CC#N)cc3)cc(C3CC3)nc21	-11	-2	4.0	-0.1	-5	-11	-23	-1.7
C[C@@H]1CN([C@H](C)CO)C(=O)Cc2cc(NS(=O)(=O)c3ccc(Cl)cc3)ccc2O[C@H]1CN(C)C(=O)Nc1ccc2c(c1)OCO2	.	.	0.5	0.1	.	.	7	-0.8
O=C(CC[C@H]1O[C@@H](n2cnc3c(NC(=O)c4ccccc4)ncnc32)[C@H](O)[C@@H]1O)NCCCN1CCOCC1	2	-4	-0.2	0.3	6	-9	8	0.1
O=C(NCc1ccccc1)[C@@H]1[C@@H](CO)[C@@H]2Cn3c(cccc3=O)[C@H]1N2C(=O)CC1CC1	1	0	-0.3	0.5	-4	-6	14	-3.1
COc1ccc2c3c([nH]c2c1)[C@@H](CO)N(C(=O)c1cccnc1)CC31CN(Cc2ccccc2)C1	35*	-5	0.1	0.1	.	22	-4	3.2
O=c1cc(N/N=C/c2ccccc2)[nH]c(=O)[nH]1	-6	12	0.3	0.0	-13	-15	20	-3.7
C[C@@H]1CN([C@@H](C)CO)C(=O)c2cc(C3=CCCC3)cnc2O[C@@H]1CN(C)C	-9	-1	0.3	-1.0	-7	-32	17	0.7
C=CCc1ccccc1OCCn1nnc2ccccc21	1	2	-0.1	0.2	-11	6	-17	-2.6
C=CCSc1ncccc1C(=O)NCc1ccccc1	-3	-2	.	.	.	6	29	2.8
CC(=O)N(C[C@H]1N[C@H](CO)[C@H]1c1ccc(-c2ccc(F)cc2)cc1)C(C)C	64*	1	0.0	0.3	5	-8	-1	-0.5
OCC1CCN(Cc2nc(Cc3ccccc3Cl)no2)CC1	-1	1	.	0.0	.	3	-7	.
CN(C)S(=O)(=O)c1ccc(NC(=O)C2CC(=O)N(Cc3ccccc3Cl)C2)cc1 (configuration not stated)	1	-1	-0.5	0.1	.	-21	-6	0.6
COc1ccc(C(=O)NC(=S)NNC(=O)c2ccncc2)cc1Br	3	-2	0.1	-0.1	-6	-19	16	1.2
Cc1onc(-c2c(F)cccc2Cl)c1C(=O)Nc1cccc(S(=O)(=O)N2CCOCC2)c1	-1	0	-0.1	0.0	-9	-9	1	1.3

Some values from the entries so far:
CCCNC(=O)Nc1ccc2c(c1)C(=O)N(C)C[C@@H](OC)[C@H](C)CN(C(=O)CC)[C@H](C)CO2 @ Xi reactivation = 0.0
Cc1ccc(S(=O)(=O)NCC[C@@H]2CC[C@@H](NS(=O)(=O)c3ccccc3Cl)[C@@H](CO)O2)cc1 @ CFTR F508del cor = -1.8

Additional records.
SMILES	DENV2 CPE rescue	CASP6 VEID inh	E-selectin induc	Xi reactivation	RAD54 inh	RAD52 anneal inh	INS-1E GSIS act	CFTR F508del cor
CC1CCC(C(C)C)C(OCC(O)CNC(C)(C)C)C1 (configuration not stated)	-4	1	.	0.1	.	3	24	4.6
CCCCN(CCCC)CCNC(=O)CN1C(=O)COc2ccc(S(=O)(=O)N3CCOCC3)cc21	-1	-4	.	0.0	.	-17	21	-0.4
CCCCn1c(N)c(N(CCOC)C(=O)COC(=O)CCOc2ccccc2C)c(=O)[nH]c1=O	-4	-1	-6.6	0.2	3	15	-4	-1.1
C[C@@H]1CN([C@@H](C)CO)C(=O)CCCn2nncc2CO[C@@H]1CN(C)C(=O)Nc1ccc(N2CCN(C)CC2)cc1	?	0&-1	0.0&-0.1	0.3&-0.1	-5&-3	2&29	8&6	-2.4&-1.3&0.8
Cc1noc(C)c1NC(=O)N(C)C[C@@H]1Oc2c(NS(=O)(=O)c3ccc(F)cc3)cccc2C(=O)N([C@@H](C)CO)C[C@H]1C	0	-2	0.0	0.0	-12	0	-1	-1.4
COCC1CCN(C(=O)c2ccc(OC)c(OC3CCN(C(C)C)CC3)c2)CC1	-6	-3	-0.2	-0.1	-12	-19	4	-0.7
Cc1nc(C)c(C(=O)NNS(=O)(=O)c2ccccc2)s1	2	-1	.	0.1	-7	11	0	2.4
N/C(=N\OC(=O)c1cnn(-c2ccccc2)c1C(F)(F)F)c1cc(C(F)(F)F)cc(C(F)(F)F)c1	-2	-4	0.0	0.0	.	-10	-17	-0.4
CC(C)NS(=O)(=O)c1ccc(CCC(=O)N2CCc3ccccc3C2)cc1	13	2	2.2	0.0	-17	-8	1	-0.7
C[C@H]1CN([C@@H](C)CO)S(=O)(=O)c2ccc(-c3cccc(C#N)c3)cc2O[C@H]1CN(C)C(=O)c1ccncc1	6	1	-0.2	-1.1	4	21	14	4.0
COc1cc(OC)cc(-c2nc(-c3cccs3)no2)c1	0	2	0.2	0.0	.	-17	16	.
O=C(c1cc2cc(F)ccc2[nH]1)N1CCN(Cc2ccc3c(c2)OCO3)CC1	13	2	.	0.1	-5	-16	-60	1.3
O=C(COC(=O)c1cc([N+](=O)[O-])ccc1N1CCOCC1)c1ccc(Br)cc1	-7	5	0.4	0.0	-2	-14	32	1.3
COCC(=O)N1CC2(CN(C(=O)CN3CCOCC3)C2)c2c([nH]c3cc(OC)ccc23)[C@H]1CO	-13	4	-0.4	0.3	.	-4	17	1.7
Cn1c(Cn2c3ccccc3c3ccccc32)n[nH]c1=S	2	2	0.1	0.0	-7	4	.	1.1
O=C(Nc1ccc(F)cc1)N1CCCC(c2nc3c(nnn3Cc3ccccc3Cl)c(=O)[nH]2)C1 (configuration not stated)	3	0	.	0.0	.	-20	-7	1.2
O=C(CSc1nccc(=O)[nH]1)c1ccco1	-4	4	-2.1	0.6	.	-11	0	-3.0
COc1ccc(C(=O)Nc2ccc3c(c2)OC[C@@H](C)NC[C@H](C)[C@@H](OC)CN(C)C3=O)cc1	-14	-7	0.0	0.0	-1	1	1	3.0
C[C@H](CO)N1C[C@H](C)[C@H](CN(C)S(C)(=O)=O)OCCCC[C@H](C)Oc2ccc(N(C)C)cc2C1=O	7	-1	2.1	-1.2	-9	-5	9	0.4
CCCc1cc(=O)oc2c(C)c(OCC(=O)Nc3ccc(CN4CCOCC4)cc3)ccc12	0	0	.	0.1	-6	-19	0	1.1
CN(C)CCCN1C(=O)C(O)=C(C(=O)c2cc3ccccc3o2)C1c1ccccn1 (configuration not stated)	-1	-13	.	2.8	4	-4	16	0.5
CC1=NN(C(N)=S)C(=O)C1N=Nc1ccccc1[N+](=O)[O-] (configuration not stated)	13	2	0.1	0.2	11	11	-12	0.3
Cc1ccc(NC(=O)Cn2nnc3ccccc32)cc1	0	4	.	0.3	2	0	10	-0.8
O=c1ccc(-c2ccccc2)nn1Cc1ccccc1F	12	3	.	0.0	-8	-19	16	-2.5
CC(=O)N1CCN(C(=O)CSc2nnc(C)n2-c2ccccc2)CC1	-3	-4	0.2	0.0	-1	5	-1	-0.2
CN(C)C(=O)C[C@@H]1C[C@@H]2c3cc(NS(=O)(=O)c4ccccc4)ccc3O[C@@H]2[C@@H](CO)O1	-7	1	-0.4	0.3	-2	-9	3	1.3
CN1C[C@H](O)COC[C@H]2O[C@H](CC(=O)N3CCN(c4ccccc4)CC3)CC[C@@H]21	-2	2	0.1	0.1	1	-5	16	2.9
CCN(CC)C(=O)c1ccc(COc2ccc(Cl)c(C)c2)o1	-11	-3	.	0.3	-10	-5	.	.
Cc1ccc(C(=O)NNc2ncnc3c2cnn3C)cc1	0	2	-0.2	-0.1	.	-11	-6	-1.1
COC(=O)[C@@H]1[C@@H](CO)[C@@H]2Cn3c(ccc(-c4cccc(F)c4)c3=O)[C@@H]2N1CC1CC1	-2	1	-0.3	-0.1	7	-3	5	-1.6
CSCC(NS(=O)(=O)c1ccc(C)cc1)C(=O)O (configuration not stated)	5	.	-0.6	0.0	.	-10	3	1.5
COc1ccccc1C1OCC(C)(C)CO1	5	-6	1.4	-0.1	2	-59	-4	2.0
CNC[C@H]1Oc2ncc(C#CC3(O)CCCC3)cc2C(=O)N([C@H](C)CO)C[C@@H]1C	2	3	-0.3	-1.0	-10	-10	16	0.9
CCC(SC1=NCCS1)C(=O)Nc1ccc(S(N)(=O)=O)cc1 (configuration not stated)	26*	5	.	0.0	-1	0	.	5.4
C[C@@H]1CN([C@H](C)CO)S(=O)(=O)c2ccc(-c3ccncc3)cc2O[C@@H]1CN(C)C(=O)c1cccc(F)c1	-2	-1	0.8	-0.9	-2	8	25	.
CC(=O)Nc1c(C(=O)C2CC2)oc2ccccc12	.	2	.	.	8	-12	50*	1.6
COCC(=O)Nc1ccc2c(c1)OC[C@@H](C)N(Cc1cccc(F)c1)C[C@@H](C)[C@@H](OC)CN(C)C2=O	-2	0	-0.1	0.0	-9	1	-8	0.1
CCCNC(=O)C1CCC(CNS(=O)(=O)c2ccc3c(c2)CC(C)N3C(C)=O)CC1 (configuration not stated)	0	-9	.	0.0	11	-10	10	-2.8
